# Tau fibril ThT: qHTS for Inhibitors of Tau Fibril Formation, Thioflavin T Binding; Microtubule-associated protein tau (Homo sapiens), P10636; recombinant tau K18 P301L, heparin-induced fibrillization, ThT fluorescence; Potency, µM (doses to about 57.4 µM), inactives show at the highest dose activity, negative = inhibition, most hits filed as inhibitors; hit rate 2.1% among 270,000; AID 1460, 2008; note: % is set by controls: 0 for no effect and ±100 for the full control effect; nearly all actives have a fitted effect of over 55% in size
# Target sequence (P10636 561-689 P618L limits assumed): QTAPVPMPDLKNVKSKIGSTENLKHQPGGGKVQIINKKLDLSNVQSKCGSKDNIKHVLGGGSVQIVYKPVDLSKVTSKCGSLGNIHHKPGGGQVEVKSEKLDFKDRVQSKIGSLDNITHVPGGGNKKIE
#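 Heparin-induced (20 uM) aggregation of recombinant human K18 P301L tau, 15 uM unlabeled with 0.24 uM labeled, pH 7 acetate buffer, 6 hr at 37 C with compound. Fibrils quantified by 30 uM ThT fluorescence after 1 hr ambient incubation.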
# GAA inh: qHTS Assay for Inhibitors of Human alpha-Glucosidase as a Potential Chaperone Treatment of Pompe Disease | purified human GAA, 4-MU-alpha-glucoside fluorescence | Potency, µM (series often up to 76.9 µM), inactives show at the top dose activity change, negative = inhibition, most hits filed as inhibitors | hit rate 0.005% among 200,000;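 note: plate controls were uninhibited enzyme wells for no effect and no-enzyme background for full effect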
#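 AC50 values come from Hill fits of compound titrations (up to 77 uM) against 4 nM human enzyme. Substrate 4-methylumbelliferyl-alpha-D-pyranoside at 400 uM, pH 5.0 citrate buffer, 20 min room temperature; fluorescence Ex 365/Em 440 after alkaline stop.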
# GAA spleen mod: qHTS Assay for Inhibitors and Activators of Human alpha-Glucosidase From Spleen Homogenate. hit rate 0.006% among 240,000. Potency, µM (titrated, usually from 79.9 µM), for inactives: at the highest dose activity change, negative = inhibition, most hits filed as inhibitors. Lysosomal alpha-glucosidase (Homo sapiens), P10253. human spleen homogenate, 4-MU-alpha-glucoside fluorescence. AID 2112, 2009;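 note: 0% = enzyme with vehicle and -100% = no enzyme basal signal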
#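 Human spleen homogenate (1 ug) incubated with compounds and 1 mM 4-methylumbelliferyl-alpha-D-glucopyranoside in pH 5.0 citrate/phosphate buffer, 37 C, 40 min. Stopped at pH 10; 4-MU fluorescence (Ex 365/Em 440 nm); AC50 by Hill fit.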
# Tau FP inhib: qHTS for Inhibitors of Tau Fibril Formation, Fluorescence Polarization; Potency, µM (top dose mostly 57.7 µM), for inactives: top-dose activity, negative = inhibition, most hits filed as inhibitors; hit rate 0.39% among 280,000; K18 P301L tau heparin fibrillization, Alexa594 FP, 6 h; Microtubule-associated protein tau (Homo sapiens), P10636; AID 1468, 2008; note: % is set by controls: 0 for no effect and ±100 for the full control effect; nearly all actives have a fitted effect of over 55% in size
#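 Read-out: fluorescence polarization of Alexa 594-labeled tau (0.24 uM), 555 nm excitation, 632 nm emission. Mixtures held 15 uM unlabeled K18 P301L, compound and 20 uM heparin, pH 7 acetate buffer, incubated 6 hr at 37 C.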
# Tau fluor counter: Counterscreen qHTS for Inhibitors of Tau Fibril Formation, Fluorescence Polarization | AID 1463, 2008 | Potency, µM (top dose mostly 57.7 µM), inactives show at the top dose activity change, negative = decrease | hit rate 0.93% among 280,000 | tau K18 P301L Alexa594 fluorescence, heparin fibrillization; note: % is set by controls: 0 for no effect and ±100 for the full control effect; nearly all actives have a fitted effect of over 55% in size
#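 Human tau K18 P301L (15 uM unlabeled, 0.24 uM Alexa 594-labeled) in 100 mM sodium acetate pH 7 with 20 uM heparin, 6 hr at 37 C. ThT 30 uM added, 1 hr ambient; Alexa 594 FP and total fluorescence read at 555/632 nm.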
# HTT ATP protect: qHTS Multiplex Assay to Identify Dual Action Probes in a Cell Model of Huntington: Cytoprotection (ATP); PC12 HTT-Q103 induced, cytoprotection, ATP luminescence, 40 h; Potency, µM (titrated, usually from 56.4 µM), for the others: cytoprotection (ATP increase), usual class: activators; hit rate 0.14% among 230,000; AID 1471, 2008;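 note: % of control where 0% means no effect; nearly all actives have a fitted effect of over 45% in size; toxic huntingtin expression switched on by the ecdysone agonist tebufenozide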
#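 Readout: ATPlite luminescence (ATP level). Model: stable PC12, inducible Htt exon1 Q103-GFP. Inducer: tebufenozide, 100 nM final. Compounds: dose series. No G418 in medium.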
# GAA glycogen: qHTS Assay for Inhibitors and Activators of Human alpha-Glucosidase Cleavage of Glycogen. Lysosomal alpha-glucosidase (Homo sapiens), P10253. recombinant GAA, glycogen substrate, Amplex Red glucose oxidase fluorescence. Potency, µM (highest dose often 76.4 µM), for inactives: at the highest dose activity change, negative = inhibition, most hits filed as inhibitors. hit rate 0.38% among 300,000. AID 2100, 2009;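 note: 0% = full enzyme reaction and -100% = no-enzyme basal signal; the screen sought inhibitors and activators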
#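 Natural-substrate format: glycogen cleavage by 4 nM human enzyme, glucose read by Amplex Red coupling (Ex 573, Em 610 nm). Normalized to enzyme and no-enzyme controls.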
# GLA spleen mod: qHTS Assay for Inhibitors and Activators of Human alpha-Galactosidase From Spleen Homogenate | hit rate 0.008% among 240,000 | Potency, µM (series often up to 80 µM), inactives show at the top dose activity change, negative = inhibition, hits mostly inhibitors | AID 2107, 2009 | human spleen homogenate, 4MU-alpha-Gal fluorescence, 40 min | Alpha-galactosidase A (Homo sapiens), P06280;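 note: 0% = enzyme with vehicle and -100% = no enzyme basal signal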
# Target sequence (P06280 32-429 limits assumed): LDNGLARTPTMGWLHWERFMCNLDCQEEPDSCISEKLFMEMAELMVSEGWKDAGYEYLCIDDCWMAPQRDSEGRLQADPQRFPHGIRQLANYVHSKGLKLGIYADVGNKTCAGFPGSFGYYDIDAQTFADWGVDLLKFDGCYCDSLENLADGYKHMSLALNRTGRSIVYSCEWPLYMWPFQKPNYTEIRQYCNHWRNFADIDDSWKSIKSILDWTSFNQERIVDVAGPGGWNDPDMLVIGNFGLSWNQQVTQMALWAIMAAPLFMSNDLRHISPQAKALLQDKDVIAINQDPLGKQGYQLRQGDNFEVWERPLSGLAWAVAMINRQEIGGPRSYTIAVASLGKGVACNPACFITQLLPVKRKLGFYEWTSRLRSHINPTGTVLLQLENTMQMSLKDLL
#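 Spleen homogenate 1 ug + cpd (titration) + 4-MU-alpha-D-galactopyranoside 1 mM; 37C 40 min; 50 mM citrate/phosphate pH 5.0, 0.01% Tween-20; stop pH 10; fluorescence 365/440; AC50 via Hill.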
# An asterisk follows results filed as active; ? = inconclusive; nt = no result given; & = joins results of further samples; [ ] = another dose, or the depositor's remark. Calls come from the whole dose curve; as a rule, active = well fitted curve in the direction sought with a large enough effect; inconclusive = small, poorly fitted or top-dose-only effect, or another doubt; inactive = no such curve, though single readings can be large; an effect the other way counts as inactive or inconclusive. Potency is the fitted concentration of half-maximal effect. Outcome played no part in choosing rows. Share with any hit: about 3.3%.
# Fields – Tau fluor counter	GAA glycogen	GAA inh	GLA spleen mod	Tau fibril ThT	Tau FP inhib	HTT ATP protect	GAA spleen mod
- CCOP(=O)(c1ccccc1Cl)C1(O)CCCCC1 (configuration not stated)
  -7%	1%	-2%	-2%	3%	-8%	-14%	-2%
- CCNc1nc(CN2CCCCC2)nc2scc(-c3ccccc3)c12
  -6%	8%	-7%	-1%	-8%	-6%	-5%[1.9 µM]	-6%
- O=S(=O)(c1ccc(Br)s1)N1CCCCC1
  2%	-4%	2%	-3%	3%	4%	23%[10 µM]	-6%
- Cc1ccc(C)c(-n2nnnc2SCC(=O)c2ccc3c(c2)NC(=O)CO3)c1
  -27%	1%	-4%	4%	-11%	-3%	-21%	4%
- CCOC(=O)c1c(NC(=O)CCl)sc(CN(C)C)c1-c1ccccc1
  2%	2%	4%	2%	-9%	-2%	15%[10 µM]	-8%
- COCCNC(=O)c1cn(Cc2c(F)cccc2Cl)nn1
  0%	1%	13%	4%	-1%	-4%	-1%	1%
- COc1ccc(C(=O)NC(Cc2ccc(OC(=O)c3ccc(OC)cc3)cc2)C(=O)O)cc1 (configuration not stated)
  1%	-6%	9%	10%	-5%	-4%	-22%	11%
- Cc1nnc(SCCCn2c(N3CCN(c4ccccc4)CC3)nc3c2c(=O)[nH]c(=O)n3C)s1
  -2%	0%	-2%	-4%	-8%	-7%	-28%	-8%
- Clc1ccc(-c2ccc(SCc3ccccn3)nn2)cc1
  -9%	-3%	-6%	9%	?	-3%	0%	4%
- CN(CCC#N)C(=O)COC(=O)/C=C/c1cccs1
  2%	4%	-1%	3%	-2%	-1%	-31%[inhibitor]	0%
- Cc1[nH]c2ccc(Cl)cc2c(=O)c1CN1CCCC1
  13%	-8%	13%	2%	0%	-1%	37%[10 µM]	-6%
- CC(CC1CC(C)(C)OC1=O)C(=O)Nc1ccc([N+](=O)[O-])cc1 (configuration not stated)
  -5%	7%	2%	6%	-4%	2%	7%[10 µM]	1%
- Cn1c(Cc2cccc3ccccc23)nnc1SCC(=O)N1CCN(c2ccccc2)CC1
  -2%	0%	?	6%	?	2%	-11%	0%
- CCc1nc(SCC(=O)c2ccccc2)c2ccccc2n1
  7%	1%	10%	3%	-16%	-3%[2.34 µM]	12%[10 µM]	-4%
- CC1CN(Cc2nc3c(c(=O)[nH]c(=O)n3C)n2CCN2CCOCC2)CC(C)O1 (configuration not stated)
  6%	6%	-5%	-6%	-7%	6%	-28%	-13%
- O=C(OCc1nnn(Cc2ccccc2)c1-c1c(COC(=O)c2ccccc2)nnn1Cc1ccccc1)c1ccccc1
  -13%	3%	nt	-2%	-11%	6%	14%[10 µM]	2%
- CCOC(=O)C(NCCc1ccccc1)(NC(C)=O)C(F)(F)F (configuration not stated)
  5%	4%	-2%	-3%	5%	-3%	32%[10 µM]	-5%
- Cc1ccc(-c2csc3nc(CSc4nnc(-c5ccc(Cl)cc5)n4C)[nH]c(=O)c23)cc1
  -1%	7%	?	1%	-17%	-8%	12%[10 µM]	7%
- Nc1nc(NCCc2ccc(O)cc2)nc2nc(-c3ccco3)nn12
  -10%&-6%	nt	nt	10%&2%	-17%&-10%	-3%&-6%	-88%&-38%[inhibitor]	-7%&5%
- COC(CNC(=O)C1CCCN(S(=O)(=O)c2c(C)noc2/C=C/c2cccs2)C1)OC (configuration not stated)
  -18%	0%	-19%	13%	-11%	-12%	-15%	3%
- COc1ccc(C)cc1NS(=O)(=O)c1ccc2[nH]c(=O)c(=O)[nH]c2c1
  -9%	13%[76.3 µM]	nt	nt	-7%	7%	nt	nt
- COc1cccc(CN(CC2CCCO2)S(=O)(=O)c2ccc(S(=O)(=O)NCC3CCCO3)cc2)c1OC (configuration not stated)
  -12%	8%	-6%	0%	-9%	2%	-1%	-8%
- C=CCN1C(=O)/C(=C2/Sc3ccc(OC)cc3N2C)SC1=Nc1ccc(OC)cc1
  -12%	-11%	-5%	-3%	?	0%	-28%	-4%
- O=C(c1cc(-c2cccc(O)c2)on1)N1CCOCC1
  5%	-4%	-1%	0%	-1%	3%	-7%[10 µM]	0%
- N#Cc1c(N2CCOCC2)nc(N)c2c(N)nc3c(c12)CC(CCl)O3 (configuration not stated)
  -21%	7%	-7%	-2%	-15%	4%	-9%[10 µM]	6%
- Cc1cc(Cl)ccc1OCC(=O)N1CCN(c2ncccn2)CC1
  -2%	1%	3%	3%	-4%	7%	18%[10 µM]	-5%
- O=C(Nc1ccc(Cl)c(S(=O)(=O)Nc2ccccc2Cl)c1)c1cccs1
  25µM*[quencher]	9%	2%	-1%	-6%	?	-1%[10 µM]	-3%
- CCc1ccc(N2CC(C(=O)Nc3nccs3)CC2=O)cc1 (configuration not stated)
  -5%	1%	-14%	4%	-4%	-3%	5%	-2%
- CCCCCCC1NC(C(=O)O)CS1 (configuration not stated)
  -13%	6%	-5%	1%	-22%	-7%	5%[10 µM]	8%
- COc1ccc(Cn2nnnc2CN2CCC(O)(c3ccc(F)cc3)CC2)cc1
  11%[2.34 µM]	8%	1%	-1%	-1%	4%[2.34 µM]	-6%[10 µM]	3%
- CCOc1ccc(NC(=O)N2CCC(n3c(=O)[nH]c4ccccc43)CC2)cc1
  -11%	8%	3%	8%	-18%	4%	-5%	1%
- COCCNC(=O)c1cc(C(=O)CC(C)C)c[nH]1
  14%	10%	2%	0%	14%	3%	-32%[inhibitor]	1%
- CCOc1cc(-c2noc(-c3cccnc3)n2)ccc1OC
  -16%	-20%	-5%	-7%	-17%	0%	2%	-12%
- Cc1cc(NC(=O)COC(=O)CNS(=O)(=O)c2ccc(C)c(C)c2)no1
  -12%	2%	-7%	5%	-2%	-14%	-47%[inhibitor][10 µM]	2%
- CCCN(CCC)CCCNC(=O)CS(=O)Cc1nc(-c2ccc(OC)c(OC)c2)oc1C (configuration not stated)
  3%	2%	3%	-3%	-12%	2%	-20%	-6%
- COC(=O)c1[nH]c2c(c1C)C(=O)CC(c1cccs1)C2 (configuration not stated)
  0%	4%	-12%	1%	2%	-1%	-75%[inhibitor]	-20%
- O=C(CN(C(=O)CNC(=O)c1ccco1)c1ccc2c(c1)OCCO2)NC1CCCCC1
  -5%	-2%	5%	9%	-5%	-7%	15%[10 µM]	4%
- Cc1ccc2nc(NCCO)nc(-c3ccccc3)c2c1
  -13%	1%	10%	7%	-7%	8%	-17%	0%
- Cc1ccc(S(=O)(=O)/C=C/c2ccccc2)cc1
  -11%	-2%	-4%	2%	-6%	-8%	9%[10 µM]	1%
- CC(Sc1nnnn1-c1ccc(O)cc1)c1nc2ccccc2c(=O)[nH]1 (configuration not stated)
  -6%	8%	nt	1%	2%	-1%	19%[10 µM]	2%

# Record cards (already shown). Screens in order: Tau fluor counter | GAA glycogen | GAA inh | GLA spleen mod | Tau fibril ThT | Tau FP inhib | HTT ATP protect | GAA spleen mod
# CCOc1cc(-c2noc(-c3cccnc3)n2)ccc1OC as listed: -16% | -20% | -5% | -7% | -17% | 0% | 2% | -12%
# O=C(Nc1ccc(Cl)c(S(=O)(=O)Nc2ccccc2Cl)c1)c1cccs1 as listed: 25µM*[quencher] | 9% | 2% | -1% | -6% | ? | -1%[10 µM] | -3%
# C=CCN1C(=O)/C(=C2/Sc3ccc(OC)cc3N2C)SC1=Nc1ccc(OC)cc1 as listed: -12% | -11% | -5% | -3% | ? | 0% | -28% | -4%
# COc1ccc(Cn2nnnc2CN2CCC(O)(c3ccc(F)cc3)CC2)cc1 as listed: 11%[2.34 µM] | 8% | 1% | -1% | -1% | 4%[2.34 µM] | -6%[10 µM] | 3%

# More results follow.
# Fields – Tau fluor counter	GAA glycogen	GAA inh	GLA spleen mod	Tau fibril ThT	Tau FP inhib	HTT ATP protect	GAA spleen mod
- Cc1nn(C(=O)c2ccc(Br)cc2)c(C)c1Sc1ccccc1
  -8%	-9%[76.3 µM]	nt	nt	-12%	-9%	nt	nt
- O=C(NC(Cc1ccccc1)c1nc2ccccc2[nH]1)c1ccc(Cl)c([N+](=O)[O-])c1 (configuration not stated)
  ?	8%	0%	0%	-6%	3%	-10%[10 µM]	0%
- O=S(=O)(NC1CCCc2ccccc21)c1cnc[nH]1 (configuration not stated)
  4%	-3%	-2%	7%	13%	3%	18%	2%
- COc1ccc(/C=C2/N=C3CCCCCN3C2=O)cc1OC
  -5%	-1%	?	-4%	-20%	0%	14%[10 µM]	-10%
- CCc1c(C(=O)NC2CCCC2)csc1C
  1%	6%	0%	-1%	-2%	8%	44%[10 µM]	-5%
- CC1=C(C(=O)Nc2ccccc2C)C(c2cccnc2)n2nc(SCc3ccccc3F)nc2N1 (configuration not stated)
  -10%	2%[76.3 µM]	nt	nt	-9%	?	nt	nt
- Cn1c(N)c(C(=O)COC(=O)C2(c3cccc(F)c3)CCCC2)c(=O)n(C)c1=O
  ?	-3%	?	-1%	0%	?	-7%[10 µM]	4%
- Cc1ccc(N(C(C)C(=O)N2CCC(C)CC2)S(C)(=O)=O)cc1C (configuration not stated)
  -4%	3%	4%	-11%	-6%	-3%	-11%[0.074 µM]	-6%
- O=C(N/N=C\CCc1ccccc1)c1ccco1
  -1%	-3%	0%	-12%	-4%	3%	-8%[10 µM]	-5%
- O=C(N/N=C/c1cccc(O)c1)c1cc(-c2ccc3c(c2)OCO3)n[nH]1
  ?	10%	-1%	-5%	?	?	-3%[1.9 µM]	7%
- N#Cc1c2ccccc2nc2ccccc12
  7%	1%	8%	2%	-4%	16%	-19%[10 µM]	3%

# Screening data as filed in PubChem.
